Bioassay records as filed in PubChem.
mABHD4 FP = ABHD4 (mouse) inhibition, primary FP screen; 370,000 tested, 0.54% active; Q8VD66; AID 720543; inhibition, % at 8.92 µM; purified mABHD4, FP-Rh probe fluorescence polarization;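 active means inhibition exceeding the mean over every tested compound plus 3 SD, cut at about 30% in these data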;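 further: 0% = plate median of compound wells and 100% = S159A mutant with DMSO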
Target sequence (Q8VD66 whole entry, looked up): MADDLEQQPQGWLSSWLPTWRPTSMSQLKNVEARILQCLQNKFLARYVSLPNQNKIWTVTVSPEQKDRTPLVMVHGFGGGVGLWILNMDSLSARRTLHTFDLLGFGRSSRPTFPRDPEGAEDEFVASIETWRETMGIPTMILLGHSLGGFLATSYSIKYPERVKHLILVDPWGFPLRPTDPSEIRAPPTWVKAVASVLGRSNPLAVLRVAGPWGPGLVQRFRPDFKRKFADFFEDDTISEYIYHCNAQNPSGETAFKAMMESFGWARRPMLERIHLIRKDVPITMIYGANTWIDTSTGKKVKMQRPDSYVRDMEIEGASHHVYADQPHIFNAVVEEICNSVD
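Material: mouse ABHD4 enzyme, wild type; Benchmarks: S159A mutant high control, sample median low control; Buffer or medium: HEPES pH 7.0, NaCl, Pluronic buffer; Signal: fluorescence polarization; Read-out: percent inhibition of probe binding, normalized to plate controls; Timing: pre-incubation 45 min, probe exposure 60 min, at 25 °C; Dosing: 8.92 µM, single dose.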
HTRA1 inh = HTRA1 (human) protease inhibition. 340,000 tested, 0.5% active. inhibition, % at 5.96 µM. recombinant HTRA1, FP-rhodamine activity-based probe, fluorescence polarization. Q92743. AID 504803; in the data active means inhibition above about 36%;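 further: 0% = enzyme with DMSO and 100% = wells lacking enzyme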
Target sequence (Q92743 whole entry, looked up): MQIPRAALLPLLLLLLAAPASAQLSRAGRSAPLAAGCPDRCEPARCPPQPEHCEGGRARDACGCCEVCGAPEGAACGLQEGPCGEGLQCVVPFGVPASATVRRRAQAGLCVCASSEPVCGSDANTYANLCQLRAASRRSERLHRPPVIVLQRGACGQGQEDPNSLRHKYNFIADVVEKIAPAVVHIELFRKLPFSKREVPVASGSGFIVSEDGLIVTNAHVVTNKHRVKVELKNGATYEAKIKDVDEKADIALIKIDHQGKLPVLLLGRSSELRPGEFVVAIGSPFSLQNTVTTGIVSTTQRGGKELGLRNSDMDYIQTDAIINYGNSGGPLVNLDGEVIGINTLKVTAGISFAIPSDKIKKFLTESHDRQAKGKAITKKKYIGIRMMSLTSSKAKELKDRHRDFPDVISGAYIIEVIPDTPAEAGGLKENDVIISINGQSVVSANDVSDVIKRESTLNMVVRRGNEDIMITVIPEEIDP
rCAG RNA binder = molecules binding r(CAG) RNA repeats | r(CAG) RNA repeat, TO-PRO-1 dye displacement fluorescence | inhibition, % at 3 µM | 370,000 tested, 1.3% active | AID 651821;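 active means inhibition above the plate cutoff, the mean of all test compounds on that plate plus 3 SD, cut at about 35% in these data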;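 further: 0% = DMSO alone and 100% = 100 µM mitoxantrone as full dye displacement; higher means more dye released from RNA so lower well fluorescence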
NPR2 activator = GC-B (human) receptor activation; P20594; HEK293-GC-B cells, CNP EC30, cGMP TR-FRET; 0% at EC30 CNP, 100% saturating CNP; activation, % at 10 µM; 370,000 tested, 0.11% active; AID 1920062;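 active means activation at 10 µM reaching about 35% in either raw or pattern-adjusted values, limit read from the data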
ARFGAP1 inhibitor = rat ARFGAP1 inhibition; Q62848; Arfgap1-stimulated ARF1 GTP hydrolysis, GDP FP detection; inhibition, % at 16.5 µM; 360,000 tested, 0.26% active; AID 651572;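 active means inhibition above a per-plate limit, mean inhibition of low control wells plus 3 SD, cut at about 25% in these data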;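 further: 0% = DMSO wells with enzyme and 100% = wells lacking Arfgap1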
Target sequence (Q62848 1-136 limits assumed): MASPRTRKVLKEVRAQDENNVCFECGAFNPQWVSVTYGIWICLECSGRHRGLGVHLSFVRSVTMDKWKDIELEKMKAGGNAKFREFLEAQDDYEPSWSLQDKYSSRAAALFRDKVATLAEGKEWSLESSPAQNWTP
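Material – truncated rat Arfgap1 GAP domain · Buffer or medium – HEPES-based buffer, pH 7.5 · Reagent – human ARF1(Δ1-17)-GTP substrate · Dosing – 16.5 µM single point, 1.26% DMSO · Schedule – GTP hydrolysis reaction 2 h at 25 °C · Technique – GDP detection by fluorescence polarization · Benchmarks – No-Arfgap1 wells (100%) versus DMSO full-reaction wells (0%) · Repeats – single replicate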
ASAP1 inh = inhibitors of human ASAP1 ArfGAP activity; 360,000 tested, 0.19% active; AID 624377; inhibition, % at 16.5 µM; Q9ULH1; ASAP1-stimulated ARF1 GTP hydrolysis, GDP FP detection; in the data active means inhibition above about 25%;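 further: 0% = vehicle with enzyme and substrate and 100% = no enzyme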
NPR1 activator = GC-A (human) enzyme activation | P16066 | HEK293 GC-A cells, cGMP TR-FRET, EC30 ANP; 0% at EC30 ANP, 100% saturating ANP | activation, % at 10 µM | 370,000 tested, 0.14% active | AID 1671463; in the data active means activation above about 40%
PG9 Ab binder = small molecules binding HIV-1 gp120 antibody PG9 | 360,000 tested, 0.43% active | TR-FRET gp120-PG9 antibody binding | inhibition, % at 6.7 µM | AID 624416; in the data active means inhibition above about 8.5%
SMARCA2 act = activators of SMARCA2 function | MG213 cells, MMTV-luciferase reporter, dexamethasone, overnight | activation, % at 9.1 µM | 370,000 tested, 1% active; in the data active means activation above about 7.8%;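 further: 0% = vehicle wells and 100% = reference activator wells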
NR1D1 modulator = Rev-erb alpha (human) modulation; AID 1259318; P20393; Rev-erbα–FITC-DNA binding, fluorescence polarization, 90 min; 370,000 tested, 0.79% active; activity, % at 10 µM;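 active means activity above about 14%, limit read from the data; passing the limit was not always enough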;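 further: 0% = DMSO wells with 35 nM protein and 100% = DMSO wells with 750 nM protein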
* hit, by the source's call; x = not tested or not shown.

compound	HTRA1 inh	NPR2 activator	SMARCA2 act	ARFGAP1 inhibitor	mABHD4 FP	ASAP1 inh	NPR1 activator	rCAG RNA binder	PG9 Ab binder	NR1D1 modulator
Cc1cc(C(=O)COC(=O)C2CC2)c(C)n1-c1ccc(F)cc1	4.5	3.6	-5.7	3.5	-2.6	3.5	3.2	-7.1	-0.2	-2.4
Cc1ccccc1-c1nc(CS(=O)(=O)CC(=O)NCCc2ccccc2)c(C)o1	-4.1	3.4	0.0	-2.7	-2.8	20.1	-4.2	-9.8	-1.4	-0.8
NC(=O)NC(=O)COC(=O)/C=C/c1cccc(Br)c1	-0.3	-3.3	0.0	8.8	4.0	5.8	-0.7	0.0	0.7	1.3
CCn1c(COc2cccc(OC)c2)nnc1SCC(=O)Nc1ccccc1C(=O)OC	-7.8	-5.1	-2.5	5.8	2.4	-1.6	-8.7	-6.0	1.1	-0.7
COc1ccc(C(=O)c2[nH]c(N)c(C(=O)NCCc3c[nH]c4ccccc34)c2-c2ccc(OC)c(OC)c2)cc1	x	-4.3	-3.2	18.8	25.0	-9.8	-7.6	6.3	-2.9	1.3
CN(C)C(=O)COC(=O)c1cccc(S(=O)(=O)N2CC3(C)CC2CC(C)(C)C3)c1 (stereo unspecified)	-6.7	1.9	-0.9	-11.1	0.4	-11.2	0.8	-0.9	-1.2	2.8
Cc1ccccc1C(=O)NC1CCN(CC(=O)Nc2ccccc2Cl)CC1	3.4	7.7	3.7	6.5	3.7	-0.4	-0.1	-5.0	-1.6	2.0
Cc1cccc(-n2c(O)c(C=Nc3ccccc3N)c(=O)[nH]c2=O)c1	5.6	1.9	9.9*	6.2	17.9	19.4	-0.7	7.0	-0.3	-2.1
O=C(Oc1cccc(-n2cnnn2)c1)C1CCCCC1	-2.8	7.9	-1.6	13.5	-1.9	3.8	7.2	-5.3	-1.1	2.2
CC(=O)c1cccc(S(=O)(=O)Nc2ccc3nc(C)sc3c2)c1	1.8	-1.8	-4.6	2.7	-0.2	-2.0	1.6	0.5	1.0	-4.3
CC(C)NC(=O)CSc1nc(Cc2cccs2)nc2ccccc12	-11.5	3.0	0.7	6.0	11.7	17.4	-2.5	11.1	-1.1	1.6
Cn1nc(C(=O)Nc2cccc(S(=O)(=O)N3CCOCC3)c2)c2ccccc2c1=O	-0.7	2.5	0.6	-6.1	3.0	3.3	3.4	2.9	-0.9	4.5
Cn1c(CNC(=O)CCNC(=O)c2ccccc2)cc(=O)n(C)c1=O	-2.5	1.8	-1.8	-1.4	-4.0	-5.5	-2.1	1.3	0.1	-4.8
COc1ccc(OC)c(C2SCCN2S(=O)(=O)c2cccc(C(F)(F)F)c2)c1 (stereo unspecified)	-12.5	0.1	0.2	0.6	-15.8	25.1*	-7.7	-5.4	2.5	8.2
Cn1nnc(NCc2cc(Br)ccc2OCc2cccs2)n1	-22.0	-4.5	0.7	4.5	-7.5	8.9	-11.3	2.7	-1.4	-0.5
Cc1ccc(N2CCN(C(C(=O)Nc3c(C)cccc3C)c3cccc(F)c3)CC2)cc1 (stereo unspecified)	x	1.4	-3.8	4.3	-0.2	13.0	1.6	1.4	-0.6	2.1
CCC(=O)NC(=S)Nc1ccc(NC(=O)c2ccc([N+](=O)[O-])cc2)cc1	10.2	1.7	0.7	6.4	0.9	4.3	-1.6	4.6	-2.4	-0.5
O=C(Nc1cccnc1Cl)c1cc2c(s1)-c1ccccc1OC2	-1.8	6.9	6.7	2.4	-1.8	1.9	13.0	13.7	2.0	12.8
Cc1nnc(NC(=O)CSc2nnc(CC(=O)Nc3ccccc3F)n2C)s1	-2.4	-0.9	-0.6	1.0	7.0	1.1	3.6	3.5	0.5	4.0
Clc1cccc(Cl)c1CSc1nnc2ccccn12	-0.5	1.3	-3.3	1.6	0.5	0.5	1.3	-3.8	0.3	0.9
COC(=O)c1cn(NC(=O)c2ccncc2)c(=O)c2ccccc12	-3.0	2.2	2.6	2.4	-7.8	4.8	-2.5	2.2	-0.8	2.3
O=C(O)c1ccc(/C=N/NC(=O)C2CC2(c2ccccc2)c2ccccc2)cc1 (stereo unspecified)	x	-0.6	-3.2	12.8	2.1	-5.1	-1.2	0.7	-1.0	-0.7
Clc1cc2nc(-c3cccnc3Cl)[nH]c2cc1Cl	-26.0	6.4	1.1	14.2	-10.9	4.9	1.8	2.8	-0.2	1.7
Cc1ccc(NC(=O)CSc2nnc(-c3ccoc3C)n2CCCN(C)C)cc1Cl	-3.3	-12.0	-0.8	-9.6	-5.3	-2.5	-6.6	-6.0	0.1	-1.3
CC1(C)O[C@@H]2C[C@H]3[C@@H]4CCC5=CC(=O)C=C[C@]5(C)[C@@]4(F)[C@@H](O)C[C@]3(C)[C@]2(C(=O)CO)O1	3.3	0.2	-3.8	7.9	-5.0	-2.8	5.7	3.6	0.4	-1.2
CCNc1nc(-c2cc3ccccc3o2)cs1	-2.9	-3.4	2.2	5.0	8.4	-2.8	6.5	4.4	-0.5	-3.6
CCOC(=O)C(O)(CC(=O)c1ccc(OC)cc1)C(F)(F)F (stereo unspecified)	4.7	1.6	-4.3	-14.4	-8.4	-8.8	4.9	-2.9	1.3	-2.8
Cc1ccc(C)c(NC(=O)CCN2CCCCC2)c1	3.7	4.6	-2.6	-3.0	-4.4	-12.8	2.7	-1.8	1.4	-6.8
CCCCc1cc(=O)oc2cc(C)c(CN3CCCC3)c(O)c12	-12.0	-3.6	-2.7	-7.8	6.9	-5.8	-10.8	25.5	0.2	-8.3
Cc1ccc(-n2nc3c(c2NC(=O)c2ccc4c(c2)OCO4)CS(=O)(=O)C3)c(C)c1	3.5	-4.8	-1.6	1.0	9.2	-4.0	-3.4	-0.7	0.2	-5.1
Cc1ccc(OCC(=O)Nc2ccc(N3CCN(S(C)(=O)=O)CC3)cc2)cc1C	3.4	-1.6	-1.5	-1.3	3.0	-3.7	-3.1	-4.5	-2.4	-1.6
Cc1ccc2c(c1C)NC(=O)CC(c1ccccc1O)=N2	-4.5	-0.7	-2.3	3.3	-0.3	7.0	1.1	5.8	6.5	204.2*
CCC(C)[C@H](NC(=O)Nc1ccc2c(c1)OCCO2)C(=O)O (stereo partly specified)	3.1	1.0	-1.7	1.3	3.4	-2.8	3.2	-1.6	1.2	-0.8
COc1cccc(-n2nnc3c(=O)n(CC(=O)N4CCC(C)CC4)cnc32)c1	-2.8	-3.9	-3.6	-3.0	-2.5	-9.2	0.1	-3.7	-0.4	-0.7
CC(=O)c1cc(F)c(N2CCN(C(=O)COc3ccccc3F)CC2)cc1C	0.7	-11.3	-1.1	0.5	0.4	5.3	-3.6	-3.2	-0.4	3.8
CCN(CC)C(=O)CSc1nc(C)cc(-c2cccs2)c1C#N	-15.0	8.1	-0.9	9.4	-1.6	-4.3	19.3	-7.1	0.4	77.8*
CCCCSc1cnn(-c2ccccc2)c(=O)c1SCCCC	-22.0	-1.9	-5.8	2.0	6.7	14.8	-0.5	-1.3	-1.8	3.4
CCCCCNC(=O)C(c1ccncc1)n1c(=O)c(-c2cc3ccccc3[nH]2)nc2ccccc21 (stereo unspecified)	x	-15.8	0.3	19.9	9.9	15.6	-14.3	9.8	-0.3	-1.2
COC(=O)/C=C1\C(=O)N(c2nc3ccccc3s2)C(=S)N1c1ccc(F)cc1	-3.6	1.5	8.6*	-10.3	0.4	-1.8	7.3	2.9	-4.0	3.5
CC(=O)c1ccc(Cl)c(Cl)c1Cl	1.8	-9.5	0.0	6.6	-0.5	7.0	1.3	2.4	0.3	-5.5
O=C(COc1ccccc1[N+](=O)[O-])Nc1ccc2oc(=O)ccc2c1	2.1	1.1	-2.7	-2.5	0.6	-5.6	0.8	0.5	-0.3	-26.2
CC(C)CC1C(=O)N(Cc2cn(CCC3OCCO3)nn2)CCS(=O)(=O)N1Cc1ccc(-c2ccc(F)nc2)cc1 (stereo unspecified)	-7.1	0.0	-0.5	3.1	-7.7	16.9	-0.2	5.5	-0.8	2.7
CSc1nnc(C)c(=O)n1COC(=O)c1cc(Cl)ccc1[N+](=O)[O-]	0.5	-3.8	-3.3	1.6	1.4	-6.6	-6.5	2.4	0.2	-5.7
CCCN(CCC)Cc1cc(=O)oc2cc(C)c(C)cc12	x	-8.3	-1.9	11.8	9.2	-8.7	0.1	8.8	1.4	3.0
CCCCNC(=O)N1CCc2ccccc2C1	0.6	3.4	-1.9	1.2	7.8	-12.6	3.8	-3.9	-0.9	5.3
CC(=O)c1cc2c(cc1NC(=O)CCNC(=O)c1ccccc1Cl)OCO2	1.5	-11.8	2.8	-2.7	6.3	-15.9	1.1	1.2	-1.6	-6.7
Cc1ccc(NC(=O)CN2C(=O)NC3(CCCCC3)C2=O)cc1S(=O)(=O)N1CCOCC1	-8.3	2.5	-0.8	-0.5	4.1	9.0	-1.6	6.7	-1.7	-2.5
NS(=O)(=O)c1cnccc1Nc1cccc(Br)c1	2.6	1.9	2.4	1.1	0.2	-0.3	-1.1	-0.4	-1.4	1.5
O=C(O)c1ccc(Cl)c(NC(=S)NC(=O)c2cccc(COc3ccccc3)c2)c1	-8.7	0.3	0.9	7.1	-9.6	-0.7	-1.0	9.5	0.7	-2.8
COc1cc(OC)c(-c2nnc(-c3ccc(OC)c(OC)c3OC)o2)cc1OC	5.8	3.4	-2.2	13.4	-1.2	16.6	7.0	3.5	-0.9	-5.6
